# Screens: PubChem BioAssay, several laboratories
# MsrA inh: bovine MsrA enzyme inhibitors, primary screen, biochemical, absorbance, HTS; Methionine sulfoxide reductase A (Bos taurus); purified bovine MsrA, absorbance read-out; inhibition, % at 15.5 µM; 0.75% of 360,000 active; AID 651718, 2012; in the data active = inhibition above about 4.5%;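 note: 0% = vehicle wells with enzyme and 100% = reference inhibitor wells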
# FAS-TE inh: FAS thioesterase domain inhibitors, primary screen, biochemical, fluorescence intensity, uHTS. recombinant FAS-TE, OMFH fluorogenic substrate, fluorescence endpoint. Fatty acid synthase (Homo sapiens), P49327. AID 602261, 2012. inhibition, % at 15 µM. 0.67% of 360,000 active;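 active = compounds whose normalised, plate-corrected inhibition of enzyme fluorescence in the single-dose primary screen is 50% or more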;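 note: 0% = DMSO with enzyme and 100% = substrate without enzyme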
# CSN inh: inhibitors of CSN-mediated cullin deneddylation, primary screen, biochemical, fluorescence polarization, uHTS. 0.38% of 360,000 active. COP9 signalosome complex subunit 5 (Homo sapiens), Q92905. inhibition, % at 12.5 µM. Purified CSN, SCF-Nedd8-OG deneddylation. AID 651999, 2013;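 active = pattern-corrected inhibition above about 35%, with an unprinted fluorescence ratio check between 0.5 and 1.5, limit read from the data, passing the limit was not always enough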;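 note: 0% = enzyme with substrate and 100% = substrate without enzyme; some results filed as inactive read as strong as hits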
# Target sequence (Q92905 whole entry, looked up, one chain of several): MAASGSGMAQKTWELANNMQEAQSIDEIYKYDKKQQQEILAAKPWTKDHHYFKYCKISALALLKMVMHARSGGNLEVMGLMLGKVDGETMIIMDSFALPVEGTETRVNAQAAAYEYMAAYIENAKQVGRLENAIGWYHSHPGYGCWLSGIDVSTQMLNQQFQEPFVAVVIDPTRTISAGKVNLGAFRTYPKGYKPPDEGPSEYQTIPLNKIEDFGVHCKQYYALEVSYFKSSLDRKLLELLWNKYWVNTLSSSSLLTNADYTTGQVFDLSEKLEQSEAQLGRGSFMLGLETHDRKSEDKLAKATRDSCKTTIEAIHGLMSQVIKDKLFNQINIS
#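 Assay system: purified human Csn5 enzyme expressed in HEK293T cells; Input: 0.24 nM Csn5 enzyme, final concentration; Reagent: 10 nM SCFSkp2-Nedd8OG; Compound dosing: 12.5 µM single point; Times: reaction 90 min, room temperature; Technique: fluorescence polarization readout.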
# Rin1 Abl inh: inhibitors of Rin1-Abl protein binding, primary screen, biochemical, TR-FRET | AID 588664, 2011 | inhibition, % at 7.35 µM | 0.4% of 360,000 active | Tyrosine-protein kinase ABL1 (Homo sapiens) + Ras and Rab interactor 1 (Homo sapiens), …; in the data active = inhibition above about 5%, passing the limit was not always enough
# TbMetRS inhib: T. brucei MetRS inhibitors, primary screen, biochemical, luminescence; purified T. brucei MetRS, ATP depletion, Kinase-Glo luminescence; methionyl-tRNA synthetase (Trypanosoma brucei brucei); inhibition, % at 11.9 µM; 0.4% of 360,000 active;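 active = inhibition above a per-plate cutoff of the control wells' mean inhibition plus 3 SD, cut at about 5.5% in these data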;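 note: 0% = DMSO wells median and 100% = median of wells with control inhibitor compound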
#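 technique = Kinase-Glo luminescence, ATP depletion format | system = purified MetRS (methionyl-tRNA synthetase) enzyme from Trypanosoma brucei | timing = 15 min preincubation, 2 h reaction, all 25 °C | evaluation = percent inhibition versus plate control medians | dosing = single dose, 11.9 µM final nominal, 0.9% final DMSO | also added = substrates ATP, L-methionine and bulk Escherichia coli tRNA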
# MsrA act: bovine MsrA enzyme activators, primary screen, biochemical, absorbance, HTS; Methionine sulfoxide reductase A (Bos taurus); purified bovine MsrA, absorbance read-out; activation, % at 10.6 µM; 0.3% of 360,000 active; in the data active = activation above about 7.5%;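 note: 0% = vehicle and 100% = reference activator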
# PABP1 MLLE inh: inhibitors of PABP1 MLLE–PAM2 peptide binding, primary screen, biochemical, fluorescence polarization, FITC-PAM2, GST-MLLE; AID 588489, 2011; Polyadenylate-binding protein 1 (Homo sapiens), P11940; 0.36% of 360,000 active; inhibition, % at 20 µM; in the data active = inhibition above about 35%, passing the limit was not always enough;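 note: plate controls were DMSO wells with GST-MLLE for no effect and wells lacking GST-MLLE protein for full effect; some results filed as inactive read as strong as hits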
# E coli Lon inh: inhibitors of E. coli Lon protease, primary screen, biochemical, fluorescence polarization. inhibition, % at 7.94 µM. purified E. coli Lon protease. P0A9M0. 0.42% of 360,000 active; in the data active = inhibition above about 13%, passing the limit was not always enough;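 note: 0% = enzyme with probe and DMSO and 100% = no enzyme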
# Target sequence (P0A9M0 whole entry, looked up): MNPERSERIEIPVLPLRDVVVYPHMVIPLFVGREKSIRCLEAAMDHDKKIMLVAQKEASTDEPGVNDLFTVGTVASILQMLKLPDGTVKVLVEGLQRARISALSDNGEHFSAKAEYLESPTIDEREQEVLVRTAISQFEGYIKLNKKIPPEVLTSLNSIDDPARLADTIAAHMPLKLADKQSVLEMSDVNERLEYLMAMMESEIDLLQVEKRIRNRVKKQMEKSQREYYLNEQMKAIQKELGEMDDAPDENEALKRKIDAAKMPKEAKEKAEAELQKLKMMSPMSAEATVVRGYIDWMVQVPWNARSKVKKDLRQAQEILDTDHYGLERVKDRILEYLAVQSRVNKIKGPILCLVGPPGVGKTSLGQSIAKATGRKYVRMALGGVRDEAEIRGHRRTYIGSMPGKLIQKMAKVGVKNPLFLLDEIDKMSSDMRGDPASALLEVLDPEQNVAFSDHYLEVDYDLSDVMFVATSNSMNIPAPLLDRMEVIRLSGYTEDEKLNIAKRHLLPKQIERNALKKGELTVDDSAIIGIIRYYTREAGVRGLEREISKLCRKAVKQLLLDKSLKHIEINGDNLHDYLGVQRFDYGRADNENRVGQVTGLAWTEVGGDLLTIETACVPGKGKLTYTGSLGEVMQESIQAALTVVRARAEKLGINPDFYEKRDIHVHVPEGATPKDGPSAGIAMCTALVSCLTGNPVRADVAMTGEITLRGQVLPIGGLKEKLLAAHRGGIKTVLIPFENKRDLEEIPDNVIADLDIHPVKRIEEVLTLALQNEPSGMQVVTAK
# Neddylation inh: inhibitors of cullin neddylation, primary screen, biochemical, TR-FRET, uHTS, NAE and Ubc12; calls only at 25 µM; NEDD8-conjugating enzyme Ubc12 (Homo sapiens) + NEDD8-activating enzyme E1 regulatory …; AID 651699, 2012; 0.58% of 360,000 active; in the data active = inhibition above about 36%
# The depositor's hits bear a star; i = inactive; / = no result given.
SMILES,MsrA inh,FAS-TE inh,CSN inh,Rin1 Abl inh,TbMetRS inhib,MsrA act,PABP1 MLLE inh,E coli Lon inh,Neddylation inh
CCOc1ccc(C(=O)NCC(=O)OCc2cc([N+](=O)[O-])cc3c2OCOC3)cc1OCC,0.6,11,1,1,2.0,-2,1,-1,i
COc1ccc(OC)c(N(CC(=O)NCCSCc2ccco2)S(=O)(=O)c2ccccc2)c1,0.5,9,-1,2,-0.7,-1,18,6,i
CCCCn1c(N)c(N(C)C(=O)c2ccc(OCC3CCCO3)cc2)c(=O)[nH]c1=O (stereo not drawn),0.6,-3,3,1,-0.5,-2,2,8,i
COc1ccccc1CC(=O)OC(C)C(=O)Nc1ccc(S(=O)(=O)N2CCCCC2)cc1 (stereo not drawn),-0.2,21,-3,4,-0.5,0,2,21,i
O=Nc1c2nc3ccccc3n(O)c-2c2ccccc12,2.5,-139,-6,-9,-0.5,-4,7,4,i
Cc1ccc(NC(=O)c2sc3nc(N4CCOCC4)c4c(c3c2N)CCCC4)cc1,1.8,17,-2,-7,-0.3,-1,26,1,i
C=Cc1ccc(C(=O)N2CCCC(CCC(=O)N3CCN(c4ccccn4)CC3)C2)cc1 (stereo not drawn),0.3,-4,5,5,-0.1,-1,9,-9,i
O=C(CNC1CCCC1)Nc1cc(Cl)ccc1[N+](=O)[O-],1.1,9,5,2,-1.2,-13,8,5,i
CCC1CCCCN1C(=O)c1ccc(OC2CCN(C(=O)COC)CC2)cc1 (stereo not drawn),-0.3,-7,0,2,-0.4,0,-5,7,i
CCc1nc2ccc(C(=O)NCc3ccccc3OC)cn2c1N(C)Cc1ccc(N(C)C)cc1,-0.5,10,-3,-5,-0.2,-1,-6,-8,i
O=C(Nc1ccc(F)cc1)Nc1cc(S(=O)(=O)N2CCOCC2)ccc1N1CCCC1,1.8,4,-7,0,11*,-2,-5,4,i
O=C(CN1C(=O)/C(=C/c2ccccc2F)Oc2ccccc21)N1CCN(c2ccccn2)CC1,1.7,-4,0,-1,-1.6,-10,13,7,/
Cc1cc(C)c2c(c1)/C(=N/NS(=O)(=O)c1ccc(Br)cc1)CCC2,0.4,10,-1,-1,0.1,1,-1,0,i
CCSc1nnc(-c2cnn(-c3ccccc3)c2-n2cccc2)n1C,-0.4,-4,-3,-1,-0.8,-2,-1,0,i
S=c1nc(-c2ccc(Br)cc2)oc2c1CCCC2,0.1,14,0,1,0.2,-1,31,-4,i
Cn1c(=O)[nH]c(=O)c2c1nc(SCC(N)=O)n2Cc1cccc(Br)c1,0.4,25,-2,-1,-0.9,-1,-116,-8,i
O=C(NCc1ccco1)c1ccc(-c2cccc(Cl)c2)o1,0.2,12,2,-1,0.2,-2,-11,-1,i
O=C(CCCCCN1C(=O)CCC1=O)Nc1ccc2c(c1)OCCO2,0.6,-5,-9,2,-0.2,-4,7,0,i
O=C(NC1CCCCC1)C(c1ccccc1F)N(C(=O)c1csnn1)C1CCCC1 (stereo not drawn),-0.1,9,-1,-1,-1.4,-1,28,-5,i
Cn1c(C(=O)NC2CCCCC2)cc2c(=O)n3ccccc3nc21,1.4,-3,-4,-2,-0.1,-4,-8,12,/
COc1cccc(C2=NOC(C(=O)NCc3ccco3)C2)c1 (stereo not drawn),-0.7,-2,1,-1,-0.6,-2,-3,4,i
Cc1ccc(C(=O)NCC(=O)Nc2ccc3c(c2)OCCO3)cc1,-0.1,-4,0,-3,-0.4,-1,8,-2,i
CCn1c(SCC(=O)c2ccc(O)c(O)c2)nnc1-c1ccc(C)cc1,2.8,-6,27,-3,0.3,-1,-1,2,i
O=C(CN1CCN(c2ccccc2)CC1)Nc1ccc2c(c1)OCCO2,1.7,2,-1,0,-1.2,-7,-1,2,i
O=C(CCN1C(=O)/C(=C/c2ccccc2)SC1=S)N1CCCCCC1,0.5,8,6,1,-0.1,-2,11,-12,i
O=C(OCc1ccccc1)N(CCF)c1cn(Cc2ccccc2)c(=O)n(Cc2ccccc2)c1=O,2.2,31,0,7,0.0,-4,-7,8,i
CC1(C)Cc2nc3sc4c(N(CCO)CCO)nnnc4c3cc2CO1,0.3,-3,3,-2,-0.8,-4,-2,4,/
C=CCNC(=O)c1ccc([N+](=O)[O-])c(Cl)c1,-0.2,0,2,7,-0.7,-3,5,-4,i
C=CCn1c(SCn2nnc3ccccc3c2=O)nnc1-c1ccc(Br)cc1,-0.1,8,-1,-2,0.3,-2,-48,4,i
Cc1ccccc1OCC(O)Cn1c(N2CCN(c3ccccc3)CC2)nc2c1c(=O)[nH]c(=O)n2C (stereo not drawn),-0.1,-7,5,-1,-0.6,-3,-8,-9,i
O=c1c2cn(Cc3ccccc3)c3ccccc3c-2nn1Cc1ccc(F)cc1Cl,-1.5,0,4,-2,-1.1,-3,-13,9,i
COC(=O)c1c(S(C)(=O)=O)nc(-c2ccccc2)[nH]c1=O,0.5,-6,1,-1,-0.7,0,3,18,i
Cc1cccc(C)c1NC(=O)C(CCc1ccccc1)N1CCN(C)CC1 (stereo not drawn),0.7,/,-3,/,-0.9,/,/,/,i
COc1ccc(NC(=O)NCCc2c[nH]c3ccccc23)c(OC)c1,-1.3,1,2,2,-0.2,-1,-7,-1,i
Cn1c(N2CCN(C(=O)Nc3ccc(C(F)(F)F)cc3)CC2)nc2ccccc21,0.4,0,1,4,-0.6,-9,1,-5,i
O=C(NC1CCN(C(=S)NCc2ccco2)CC1)c1ccc(F)cc1,1.1,-5,0,5,-0.6,-3,-115,3,i
CCOC(=O)c1nn2c(C(F)(F)F)cc(-c3ccc(OC)cc3)nc2c1Br,-2.2,0,2,-1,0.7,-2,-4,-5,i
O=C(CNC(=O)c1ccc2ccccc2c1)OCC(=O)N1CCN(S(=O)(=O)c2ccc3ccccc3c2)CC1,1.1,37,-7,-2,-0.3,-3,-34,3,i
O=C(Nc1cccc(-c2ccc3nncn3n2)c1)C(F)(F)F,-1.1,-4,-2,0,0.2,0,4,-3,i
COc1ccc(CN2CCNC(=O)C2CC(=O)NC2CCCCCC2)c(F)c1 (stereo not drawn),-0.8,-4,2,-3,-0.3,-8,-1,4,i
CC(C)CNC(=S)NNC(=O)c1csc2ccccc12,0.5,-5,-3,0,-1.6,-14,3,-7,i
Cc1ccc(N2CCN(S(=O)(=O)c3ccc4oc(=O)ccc4c3)CC2)cc1Cl,0.6,-4,1,0,-0.8,-3,-2,-2,i
Cc1ccc(O)c(Nc2ncnc3ccccc23)c1,3.7,-2,-1,-5,-0.5,-7,3,5,i
N=c1n(CCN2CCCCC2)c2ccccc2n1CC(O)COc1ccccc1 (stereo not drawn),-1.1,-16,-4,3,-0.6,0,13,-7,i
CCOC(=O)N1CCN(C(=O)c2cn(CC)c3ccc(S(=O)(=O)N4CCCC4)cc3c2=O)CC1,3.5,-2,2,-5,-0.1,-2,-6,6,i
COc1ccc(-c2csc(C(C)(O)c3cccnc3)n2)cc1 (stereo not drawn),-0.2,-1,1,-5,-0.1,-2,2,-10,i
CCCCNC(=O)Nc1ccccc1CC,1.1,1,-2,-2,-0.5,-1,-5,1,i
CC(C)Cn1c(N)cc(=O)n(C)c1=O,0.7,-8,-10,0,-0.4,-1,-2,1,i
Cc1nc(C(F)(F)F)ccc1C(=O)N1CCCC(C(=O)O)CC1 (stereo not drawn),-2.0,-7,0,3,-0.4,-2,-8,-2,i
CSc1ccccc1OCc1cc(C(=O)NC(C)CCn2cccn2)no1 (stereo not drawn),0.6,-5,0,-3,-0.8,-7,-4,-1,i
CCOC(=O)C1C(=O)C=C(c2ccc(OC)cc2)CC1c1ccco1 (stereo not drawn),1.9,4,0,-4,-1.2,-5,0,6,i
CC1CC(C)(C)NC(=S)N1CCCC(=O)Nc1ccc(Cl)cc1 (stereo not drawn),-2.4,-1,3,-3,1.3,-4,-93,12,i
COc1ccc(CNCCCn2cnc3c(OCc4ccccc4)ncnc32)cc1,0.8,-8,-2,-2,-0.7,-3,-4,0,i
CCOC(=O)N1CCN(C(=O)C2CCC(CNS(=O)(=O)c3ccc(Cl)cc3)CC2)CC1 (stereo not drawn),0.4,-3,-5,1,-0.9,0,-3,5,i
Fc1ccc(-c2nc3ccc(Br)cn3c2Cc2ccsc2)cc1,-1.1,-10,-6,2,0.8,-1,10,0,i
CCOC(=O)N1CCC(=NNC(=O)COc2cccc(C)c2)CC1,0.3,-13,-12,-3,0.5,-1,-5,3,i
COCCN1CCN(c2cc(-c3ccccc3)nc3cc(-c4cccc(F)c4)nn23)CC1,1.3,18,-1,0,-1.2,-8,4,-10,/
CSc1ccccc1C(=O)C1CCCN(Cc2cnn(-c3ccccc3)c2)C1 (stereo not drawn),-0.3,12,8,1,-0.2,-4,-12,6,i
COc1ccc(NC(=O)c2sc(=O)n(Cc3ccc4ccccc4c3)c2C)cc1OC,-1.2,10,-8,4,-0.4,-1,-17,-2,i
CC(=O)Nc1ccc(C(=O)NCC(=O)OCc2c(F)cccc2Cl)cc1,1.5,-4,-13,5,0.0,-5,-6,-10,i

# Arranged by length of the SMILES (lowest first): some entries from above.
SMILES,MsrA inh,FAS-TE inh,CSN inh,Rin1 Abl inh,TbMetRS inhib,MsrA act,PABP1 MLLE inh,E coli Lon inh,Neddylation inh
COc1ccc(-c2csc(C(C)(O)c3cccnc3)n2)cc1 (stereo not drawn),-0.2,-1,1,-5,-0.1,-2,2,-10,i
CC1CC(C)(C)NC(=S)N1CCCC(=O)Nc1ccc(Cl)cc1 (stereo not drawn),-2.4,-1,3,-3,1.3,-4,-93,12,i
Cc1nc(C(F)(F)F)ccc1C(=O)N1CCCC(C(=O)O)CC1 (stereo not drawn),-2.0,-7,0,3,-0.4,-2,-8,-2,i

# The listing continues.
SMILES,MsrA inh,FAS-TE inh,CSN inh,Rin1 Abl inh,TbMetRS inhib,MsrA act,PABP1 MLLE inh,E coli Lon inh,Neddylation inh
O=C(CC1SC(=Nc2cccc3ccccc23)N(Cc2ccccn2)C1=O)Nc1ccccc1Br (stereo not drawn),0.3,44,1,1,-1.2,-7,4,-2,i
CCN(CC(=O)Nc1ccc(NC(C)=O)cc1)C(=O)COc1ccc2ccccc2c1,-1.3,-2,0,3,-0.5,-7,-29,3,i
CCCCC(CC)C(=O)Nc1cccc(SC)c1 (stereo not drawn),1.6,6,4,-3,-0.1,0,0,-4,i
COc1ccc(CSc2ccc(-c3nc4ccccn4c3NCc3ccccc3)cc2OC)cc1,2.1,22,2,3,-0.2,-2,-8,-3,/
O=C(c1cccc(Cl)c1)N1CCCc2ccccc21,-0.7,3,-3,0,1.6,-2,11,-1,i
O=C(NCC(c1ccco1)N1CCc2ccccc2C1)c1ccc([N+](=O)[O-])cc1 (stereo not drawn),-1.2,60*,-5,-1,-0.1,-1,8,-9,i
CS(=O)(=O)c1cccc(S(=O)(=O)N2CCN(c3ccccn3)CC2)c1,1.1,-5,2,1,-0.8,-4,-6,0,i
